# Assay outcomes as filed in PubChem BioAssay.
# CRFBP-R2 block = antagonists of CRF-BP/CRF-R2 complex, primary screen, cell-based, HEK293, calcium dye fluorescence, uHTS; inhibition, % at 11.8 µM; AID 588475, 2011; CRF-induced calcium fluorescence; 350,000 tested, 0.59% active;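 active = inhibition of the ligand-induced calcium signal above about 50% at the single tested concentration, limit read from the data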
# M5 ag = human M5 muscarinic receptor agonists, primary screen, CHO-K1 cells, Fluo-8 calcium fluorescence. Muscarinic acetylcholine receptor M5 (Homo sapiens), P08912. CHO-K1 hM5 cells; 0% DMSO wells, 100% maximal acetylcholine response. activation, % at 3 µM. 360,000 tested, 0.19% active;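 active = activation above the run's mean over test compounds plus 3 SD, cut at about 23% in these data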;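 note: signal is peak over basal fluorescence ratio across the kinetic read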
# CHRM4 PAM = human M4 muscarinic receptor positive allosteric modulators, primary screen, CHO-K1 cells, Fluo-8 calcium fluorescence; CHO-K1 hM4/Gqi5, ACh EC20; 0% = ACh EC20, 100% = maximal ACh; activation, % at 3 µM; 360,000 tested, 0.4% active; AID 624126, 2012;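 active = activation above its plate's cutoff, the mean activation of sample wells plus 3 SD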; note: some results filed as inactive read as strong as hits
# M5 PAM = human M5 muscarinic receptor positive allosteric modulators, primary screen, CHO-K1 cells, Fluo-8 calcium fluorescence. Muscarinic acetylcholine receptor M5 (Homo sapiens), P08912. CHO-K1 hM5, ACh EC20 PAM; 0% = ACh EC20, 100% = ACh EC100. activation, % at 3 µM. 360,000 tested, 0.3% active. AID 624038, 2012;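 active = activation above the run cutoff, the mean activation of all test compounds plus 3 SD, cut at about 18% in these data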
#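 System: CHO-K1 cell line with stable human muscarinic M5 receptor expression | Also added: EC20 acetylcholine as agonist stimulus | Compound: One concentration, 3 µM final (nominal) | Timing: Fluo-8 loading 80 min at 37 °C plus 30 min room temperature | Measured by: Fluo-8 calcium dye fluorescence, kinetic read | Read-out basis: % activation, ACh-normalized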
# IDE cell inh = human IDE inhibitors in live cells, primary screen, fluorescence polarization, HEK cells, FAbetaB substrate; FAbetaB cleavage; inhibition, % at 5.59 µM; 320,000 tested, 0.41% active;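 active = percent inhibition above the average of all tested compounds plus 3 SD, set per screening campaign, cut at about 16% in these data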;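 note: IDE supplied by intact live HEK cells; FP after avidin binding of uncleaved biotin substrate so inhibition keeps polarization high; 0% = DMSO wells and 100% = 60 µM reference IDE inhibitor Ii1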
# Target sequence (P14735 whole entry, looked up): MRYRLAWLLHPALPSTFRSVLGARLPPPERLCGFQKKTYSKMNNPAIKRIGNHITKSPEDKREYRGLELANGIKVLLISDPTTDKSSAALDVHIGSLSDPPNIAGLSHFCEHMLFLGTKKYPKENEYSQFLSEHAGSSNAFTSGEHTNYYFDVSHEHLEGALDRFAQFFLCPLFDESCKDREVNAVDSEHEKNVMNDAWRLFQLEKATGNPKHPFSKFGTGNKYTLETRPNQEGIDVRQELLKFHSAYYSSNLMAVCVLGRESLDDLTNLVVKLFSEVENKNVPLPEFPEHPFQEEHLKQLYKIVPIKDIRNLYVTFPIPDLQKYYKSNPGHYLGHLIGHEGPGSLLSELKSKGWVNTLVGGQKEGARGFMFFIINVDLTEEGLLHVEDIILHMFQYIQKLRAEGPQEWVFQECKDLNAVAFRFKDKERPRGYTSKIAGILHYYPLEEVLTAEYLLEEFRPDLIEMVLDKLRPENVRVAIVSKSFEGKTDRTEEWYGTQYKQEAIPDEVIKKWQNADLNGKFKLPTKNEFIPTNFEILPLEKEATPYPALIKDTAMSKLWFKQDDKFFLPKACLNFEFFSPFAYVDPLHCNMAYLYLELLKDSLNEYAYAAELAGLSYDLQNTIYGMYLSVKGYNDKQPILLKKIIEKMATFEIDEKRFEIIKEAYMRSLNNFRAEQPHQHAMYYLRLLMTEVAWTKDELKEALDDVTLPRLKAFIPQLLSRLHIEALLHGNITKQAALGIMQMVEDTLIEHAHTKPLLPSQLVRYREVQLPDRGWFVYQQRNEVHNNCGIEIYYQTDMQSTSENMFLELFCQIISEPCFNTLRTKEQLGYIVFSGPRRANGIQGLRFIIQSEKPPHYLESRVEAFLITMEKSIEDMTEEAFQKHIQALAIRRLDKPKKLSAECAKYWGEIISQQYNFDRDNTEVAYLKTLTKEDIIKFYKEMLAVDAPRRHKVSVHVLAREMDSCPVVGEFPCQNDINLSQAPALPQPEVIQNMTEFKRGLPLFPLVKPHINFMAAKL
# CHRM4 agonist = human M4 muscarinic receptor agonists, primary screen, CHO-K1 cells, Fluo-8 calcium fluorescence; 360,000 tested, 0.14% active; activation, % at 3 µM; CHO-K1 hM4/Gqi5; vehicle 0%, full acetylcholine response 100%; Muscarinic acetylcholine receptor M4 (Homo sapiens), P08173;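 active = activation above the run mean over all test wells plus 3 SD, cut at about 32% in these data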;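 note: peak over basal fluorescence ratio per well then scaled between controls; 0% = DMSO wells and 100% = acetylcholine at EC100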
# CRFBP-R2 agonist = agonists of CRF-BP/CRF-R2 complex, primary screen, cell-based, HEK293, calcium dye fluorescence, uHTS; 350,000 tested, 0.46% active; activation, % at 13.2 µM; CRF-binding protein / CRF receptor 2 complex (human); calcium dye fluorescence (FLIPR); percent of saturating CRF peptide response; AID 588473, 2011;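 active = activation of at least 50%, plus an integration ratio under a set limit after plate pattern correction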;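 note: plate controls were neutral control wells without compound for no effect and CRF at EC100 for full effect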
# M4 antag = human M4 muscarinic receptor antagonists, primary screen, CHO cells, Fluo-8 calcium fluorescence; Muscarinic acetylcholine receptor M4 (Homo sapiens), P08173; CHO-hM4 cells, ACh EC80; inhibition, % at 3 µM; 360,000 tested, 0.73% active; AID 624125, 2012;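 active = inhibition above its plate's cutoff, the mean inhibition of sample wells plus 3 SD, cut at about 27% in these data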;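 note: 0% = acetylcholine EC80 with DMSO and 100% = DMSO without agonist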
# M5 antag = human M5 muscarinic receptor antagonists, primary screen, CHO cells, Fluo-8 calcium fluorescence; inhibition, % at 3 µM; CHO-hM5 cells, ACh EC80; 360,000 tested, 0.59% active; AID 624040, 2012; Muscarinic acetylcholine receptor M5 (Homo sapiens), P08912;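 active = inhibition above a per-plate cutoff, the mean of that plate's test compounds plus 3 SD, cut at about 27% in these data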;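 note: 0% = acetylcholine EC80 with DMSO and 100% = DMSO without agonist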
# Starred values were filed as active, the others as inactive; / = no result given.
entry	mol	CRFBP-R2 block	M5 ag	CHRM4 PAM	M5 PAM	IDE cell inh
1	CC(C)c1ccc(NC(=O)NC(C)c2ccc3c(c2)OCO3)cc1 (stereo unspecified)	3	-4	-9	-7	-2
2	Cc1cc(=O)n(CC=C(Cl)Cl)c2ccccc12	-11	-5	0	-3	1
3	COc1ccccc1CCNC(=O)c1ccc(NC(=O)CC2SC(N3CCCC3)=NC2=O)cc1 (stereo unspecified)	24	-1	12	3	7
4	COc1ccc2cc(C(=O)Nc3c(C)n(C)n(-c4ccccc4)c3=O)sc(=O)c2c1OC	18	-2	1	2	1
5	Cc1cc(NC(=O)Nc2ccccc2)n(C(C)(C)C)n1	8	-2	-1	1	4
6	COCCCNC(=O)c1cc(Nc2ccc(OC)cc2OC)nc2ccccc12	8	1	-3	-5	1
7	O=C(NCc1nnnn1-c1ccc(Cl)cc1)c1ccc(Br)o1	-2	-2	-9	-9	-7
8	Cc1ccc(NC(=O)Nc2ccccc2C#N)c(Cl)c1	21	-4	1	3	-5

entry	CHRM4 agonist	CRFBP-R2 agonist	M4 antag	M5 antag
1	5	-1.5	7	4
2	-1	-0.8	5	3
3	-1	-0.8	-4	2
4	1	-1.1	-5	3
5	0	-0.1	4	11
6	12	-2.0	-8	1
7	0	1.2	-7	-11
8	1	-1.9	1	5

# Some of these compounds in order of the CRFBP-R2 agonist value, ascending:
entry	molecule	CRFBP-R2 agonist
1	CC(C)c1ccc(NC(=O)NC(C)c2ccc3c(c2)OCO3)cc1 (stereo unspecified)	-1.5
4	COc1ccc2cc(C(=O)Nc3c(C)n(C)n(-c4ccccc4)c3=O)sc(=O)c2c1OC	-1.1
5	Cc1cc(NC(=O)Nc2ccccc2)n(C(C)(C)C)n1	-0.1

# More results
entry	mol	CRFBP-R2 block	M5 ag	CHRM4 PAM	M5 PAM	IDE cell inh
9	CC(C)(C)OC(=O)N1CCN(C(=O)[C@H](Cc2ccc(O)cc2)n2cc(CCO)nn2)CC1	-4	1	3	-7	5
10	Cn1ncc(N2CCN(C(=O)c3ccc(Cl)cc3)CC2)c(Cl)c1=O	1	-4	13	-3	-1
11	Cn1c(Cn2nnc3ccccc32)nnc1SCC(=O)Nc1nccs1	5	-2	-2	-3	0
12	CN(c1ccc(C(=O)Nc2ccc(F)cc2F)cc1)S(=O)(=O)c1ccccc1	-8	-2	7	-4	-4
13	O=C(NCCc1ccccc1)C1CC(=O)N(c2ccc3c(c2)OCCO3)C1 (stereo unspecified)	-2	-2	0	-3	-12
14	Cc1nnc(NC(=O)CSc2nnc(-c3ccco3)o2)s1	-36	-1	-1	-3	4
15	COc1ccc(NC(=O)c2cccnc2N2CCOCC2)cc1	13	-2	1	-5	2
16	CCOc1cccc(CN2CCCC(CNC(=O)c3cccc(OC)c3OC)C2)c1 (stereo unspecified)	-7	-1	-5	-2	3

entry	CHRM4 agonist	CRFBP-R2 agonist	M4 antag	M5 antag
9	2	1.0	-4	8
10	0	2.0	6	9
11	0	-2.4	0	4
12	6	3.1	-7	-10
13	0	0.8	-13	-8
14	-1	4.5	6	5
15	1	0.2	4	-1
16	0	-0.8	-2	3

# More structures follow.
entry	mol	CRFBP-R2 block	M5 ag	CHRM4 PAM	M5 PAM	IDE cell inh
17	Cc1ccc(S(=O)(=O)Nc2ccc(NC(=O)c3cccs3)cc2)cc1	-4	-4	-3	-2	9
18	Cc1cc(C)c(C(=O)Nc2ccc(C)c(C)c2)c(CC(C)(C)C(=O)O)c1	4	2	4	0	-4
19	O=S(=O)(NC(=S)NC1CCCCC1)c1ccccc1	6	0	-1	2	2
20	Cc1cc(C(=O)COC(=O)c2ccc(O)cc2)c(C)n1CC(F)(F)F	-14	0	3	-4	1
21	CN1C(=O)C(C)(C)c2cc(S(=O)(=O)NCCc3ccc(Cl)cc3)ccc21	-20	0	-1	-6	0
22	CC12CC3CC(C)(C1)CC(CN)(C3)C2	-12	3	8	4	0
23	CC(C(=O)Nc1ccccc1)N1C(=O)c2ccccc2C1=O (stereo unspecified)	3	-2	4	11	-4
24	CCc1c(C(=O)N2CCOCC2)csc1C	-12	-1	1	-4	2

entry	CHRM4 agonist	CRFBP-R2 agonist	M4 antag	M5 antag
17	5	0.5	-21	7
18	0	1.1	5	-3
19	0	-2.0	-8	5
20	5	-1.1	-12	1
21	2	1.7	-6	0
22	4	-0.4	9	-7
23	0	-0.6	-5	-1
24	1	-2.8	2	2

# Further compounds follow.
entry	mol	CRFBP-R2 block	M5 ag	CHRM4 PAM	M5 PAM	IDE cell inh
25	CCC(c1nnc(SCC(=O)Nc2nnc(-c3ccccc3)o2)o1)N(C)C (stereo unspecified)	9	-3	-2	2	1
26	CSc1ccc(-c2nc(CSCC(=O)NCCCN3CCCC3=O)c(C)o2)cc1	-13	-1	-2	4	-7
27	CCc1nnc(NC(=O)CCC(=O)NC2CCCCCC2)s1	2	-4	5	6	1
28	Cc1nc2cc(S(=O)(=O)C(F)(F)F)ccc2s1	14	-11	2	5	3
29	COC(=O)c1ccccc1NC(=O)CSc1ncn[nH]1	-8	0	9	0	-6
30	CCC1(CC)C(=O)C(C)(C)C(=O)OC1c1cccs1 (stereo unspecified)	-8	1	4	2	-11
31	O=C(COc1ccc(F)cc1)NNC(=O)Cn1ccc(C(F)(F)F)n1	-8	0	19	4	2
32	O=C(Nc1ccccc1)N(CCCN1CCOCC1)Cc1cccs1	5	-2	0	-2	2

entry	CHRM4 agonist	CRFBP-R2 agonist	M4 antag	M5 antag
25	0	-0.8	2	4
26	3	-0.6	-6	-3
27	0	2.5	-19	4
28	1	1.1	3	7
29	1	0.7	5	4
30	0	-0.2	-3	2
31	1	0.4	-14	-8
32	1	1.1	-7	-3

# Following part.
entry	mol	CRFBP-R2 block	M5 ag	CHRM4 PAM	M5 PAM	IDE cell inh
33	N#Cc1ccccc1OCC(=O)Nc1ccc2c(c1)OCCCO2	-2	-1	-7	-4	2
34	Cc1ccc(OC(C)C(=O)Nc2ccc3c(c2)n(C)c(=O)n3C)cc1C (stereo unspecified)	7	2	-5	-5	-1
35	CC1(C)CC(=O)C2=C(C1)N(c1ccc(F)cc1)C(=O)CC2c1ccsc1 (stereo unspecified)	-5	2	7	-1	-3
36	COC(=O)CC1SC(=O)NC1=Nc1ccc(C)cc1 (stereo unspecified)	5	4	-8	-3	3
37	Fc1cc(F)c(F)c(SCCc2ccncc2)c1F	-50	-2	-7	-1	3
38	CCOc1ccccc1CN1CCC(Oc2ccc(C(=O)NCc3ccccn3)cc2)CC1	-2	-8	-18	2	/
39	COc1cc(/C=N/S(=O)(=O)CCc2ccccc2)ccc1O	19	-1	-4	13	4
40	COc1ccc(NC(=O)c2ccc(-n3cccn3)nc2)cc1	6	1	3	4	5

entry	CHRM4 agonist	CRFBP-R2 agonist	M4 antag	M5 antag
33	7	-0.3	0	13
34	1	-1.7	3	-9
35	-1	0.5	-9	6
36	0	1.8	2	-4
37	0	-0.1	12	1
38	1	-1.2	0	-10
39	1	-2.8	-6	15
40	1	-1.4	1	3

# Going on with the list.
entry	mol	CRFBP-R2 block	M5 ag	CHRM4 PAM	M5 PAM	IDE cell inh
41	O=C(COC(=O)c1cccc2ccccc12)Nc1ncc(C(F)(F)F)cc1Cl	6	-7	-1	-8	-1
42	C/C(CC(=O)Nc1ccc(Cl)cc1Cl)=N\NC(=O)c1cnccn1	-6	2	9	5	2
43	COc1ccccc1S(=O)(=O)Cc1ccc(C(=O)NCCN(C)C)o1	-10	0	-6	-7	2
44	O=C(c1ccc(F)cc1)n1c(=S)nc2ccccn21	-12	0	-19	-10	4
45	CCOC(=O)C1(C)CCCN1C(=O)c1ccc2ccccc2c1 (stereo unspecified)	/	-2	3	1	/
46	O=C(/C=C/c1cccc(Cl)c1)Nn1c(-c2cccs2)nc2ccccc2c1=O	-34	0	-2	2	1
47	O=C(CCc1nc2ccccc2s1)OCc1ccccc1F	32	-1	13	6	-1
48	Cc1cc(Nc2ccccc2)n(CCO)n1	-12	5	30	-2	-7

entry	CHRM4 agonist	CRFBP-R2 agonist	M4 antag	M5 antag
41	-1	-0.9	8	-3
42	1	0.4	-16	-6
43	1	6.2	-7	0
44	0	-0.2	-1	17
45	1	/	-13	-2
46	1	-1.4	-8	-9
47	0	-1.5	-4	-3
48	2	0.3	9	-1

# (list continues)
entry	mol	CRFBP-R2 block	M5 ag	CHRM4 PAM	M5 PAM	IDE cell inh
49	COc1cc(/C=C(/Sc2nnc(-c3ccc(F)cc3)o2)C(=O)O)ccc1OC(F)F	-35	-2	-6	-9	1
50	O=C(NC1CCCC1)c1ccc(COCC(F)(F)C(F)F)o1	12	0	25	-5	-4
51	CCN(CC)CCNC(=O)C1(O)c2cc(Br)ccc2NC(=O)N1c1ccccc1 (stereo unspecified)	-8	-1	-1	5	5
52	Cc1noc(C)c1CSCC(=O)N(C)CC(=O)Nc1ccc(Cl)c(Cl)c1	-11	3	1	-6	-9
53	Cc1cc(C)n(CC(=O)Nc2ccc([N+](=O)[O-])cc2)n1	3	-2	0	-9	-5
54	FC(F)(F)c1cccc(NC(=S)NNC(=S)NCc2ccccc2)c1	-24	-5	7	-8	-6
55	Cc1ccc(S(=O)(=O)NCc2c(-c3ccccc3)noc2C)cc1	-5	-2	-23	-8	0
56	CS(=O)(=O)N(CCc1ccccc1)CC(=O)NCc1ccc(Cl)cc1	6	-2	1	-8	4
57	OCCC1CN(Cc2nc(-c3ccccc3)cs2)CCN1Cc1ccc(F)cc1 (stereo unspecified)	-9	3	-1	-5	3
58	O=C(Nc1ccc(N2CCCC2)cc1)c1cc([N+](=O)[O-])ccc1N1CCOCC1	10	-6	-2	-1	3

entry	CHRM4 agonist	CRFBP-R2 agonist	M4 antag	M5 antag
49	2	-1.0	3	-8
50	0	-1.0	19	-1
51	1	-0.3	8	-4
52	12	0.3	-1	5
53	1	0.1	-10	-6
54	4	-2.1	-29	-7
55	1	-0.9	-5	14
56	3	-3.3	-3	13
57	10	2.1	1	9
58	0	-0.3	2	2

# 3 compounds already listed, ordered by formula weight, descending.
entry	mol	CRFBP-R2 block	M5 ag	CHRM4 PAM	M5 PAM	IDE cell inh
58	O=C(Nc1ccc(N2CCCC2)cc1)c1cc([N+](=O)[O-])ccc1N1CCOCC1	10	-6	-2	-1	3
43	COc1ccccc1S(=O)(=O)Cc1ccc(C(=O)NCCN(C)C)o1	-10	0	-6	-7	2
1	CC(C)c1ccc(NC(=O)NC(C)c2ccc3c(c2)OCO3)cc1 (stereo unspecified)	3	-4	-9	-7	-2

entry	CHRM4 agonist	CRFBP-R2 agonist	M4 antag	M5 antag
58	0	-0.3	2	2
43	1	6.2	-7	0
1	5	-1.5	7	4
